Source: PubChem BioAssay (National Center for Advancing Translational Sciences (NCATS))
JMJD2A Tudor inh = qHTS Assay for Inhibitors of JMJD2A-Tudor Domain | Potency, µM (titrated, usually from 114 µM), for inactives: at the highest dose activity change, negative = inhibition, hits mostly inhibitors | Lysine-specific demethylase 4A (Homo sapiens), O75164 | actives 4.4% (n = 390,000) | AlphaScreen JMJD2A-Tudor / H3K4me3 peptide binding; further: on the % scale 0 is the no-effect control and ±100 the full control effect; nearly all actives have a fitted effect of over 50% in size
APE1 inh = qHTS Assay for Inhibitors of the Human Apurinic/apyrimidinic Endonuclease 1 (APE1); recombinant APE1, TAMRA/BHQ-2 abasic DNA cleavage fluorescence; Potency, µM (highest dose often 65.8 µM), for the others: top-dose activity change, negative = inhibition, usual class: inhibitors; actives 0.35% (n = 350,000); AID 2517, 2012;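 further: plate controls were vehicle for no effect and reference inhibitor for full effect; nearly all actives have a fitted effect of over 55% in size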
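APE1 at 0.75 nM final was preincubated with compound 15 min at room temperature, then 50 nM double-stranded THF abasic-site substrate (5'-TAMRA/3'-BHQ-2) was added. Fluorescence (ex 525/em 598 nm) was read kinetically; third-minus-first read gave activity.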
Pol kappa inh = qHTS for Inhibitors of Polymerase Kappa; DNA polymerase kappa (Homo sapiens), Q9UBT6; purified Pol kappa, fluorescent DNA synthesis assay, 10 min; Potency, µM (titrated, usually from 107 µM), without a hit: top-dose activity, negative = inhibition, actives largely listed as inhibitors; actives 0.53% (n = 400,000); AID 588579, 2011; further: on the % scale 0 is the no-effect control and ±100 the full control effect
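Kinetic fluorescence screen: compound preincubated 15 min RT with 10 nM enzyme; 50 nM substrate (final) initiates; reads at 0/10 min.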
POLI inh = qHTS for Inhibitors of Polymerase Iota | Pol iota fluorescent replication assay, 10 min | Potency, µM (series often up to 115 µM), for inactives: at the highest dose activity, negative = inhibition, hits mostly inhibitors | actives 1% (n = 390,000) | AID 588590, 2011 | DNA polymerase iota (Homo sapiens), Q9UNA4
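Pol iota at 10 nM preincubated 15 min with compounds at room temperature; reaction started with fluorescent substrate, 50 nM final. Fluorescence read kinetically at 0 and 10 min; buffer-only wells as negative control.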
Pol beta inh = qHTS Assay for Inhibitors of DNA Polymerase Beta; P06746; Pol beta primer extension/strand displacement, fluorescence kinetic; Potency, µM (titrated, usually from 114 µM), for inactives: top-dose activity change, negative = inhibition, usual class: inhibitors; actives 1.3% (n = 340,000); AID 485314, 2010; further: on the % scale 0 is the no-effect control and ±100 the full control effect
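Pol beta (10 nM) was preincubated with compound for 15 min at room temperature. The reaction was then started with 50 nM substrate and read immediately and after a further 10 min at room temperature.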
G9a block = qHTS Assay for Inhibitors of Histone Lysine Methyltransferase G9a; Histone-lysine N-methyltransferase EHMT2 (Homo sapiens), Q96KQ7; G9a H3K9 monomethylation, AlphaScreen, 2 h; Potency, µM (highest dose often 102 µM), for the others: top-dose activity, negative = inhibition, hits mostly inhibitors; actives 8.8% (n = 350,000); further: on the % scale 0 is the no-effect control and ±100 the full control effect; nearly all actives have a fitted effect of over 75% in size
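Enzyme 20 nM + cpd, 15 min RT; add b-H3K9 pep 500 nM / SAM 20 uM; 2 h RT; anti-H3K9me1 Ab 0.5 ug/mL + SA donor / anti-rabbit acceptor beads 20 ug/mL each, 10 min; AlphaScreen read.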
POLH inh = qHTS for Inhibitors of Polymerase Eta; Potency, µM (highest dose often 114 µM), for inactives: at the top dose activity change, negative = inhibition, actives largely listed as inhibitors; recombinant Pol eta, fluorescent DNA replication assay; DNA polymerase eta (Homo sapiens), Q9Y253; actives 1.2% (n = 390,000); further: on the % scale 0 is the no-effect control and ±100 the full control effect
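Fluorescent replication assay: 50 nM final substrate added after a 15 min room-temperature compound preincubation with 10 nM enzyme. Signal taken at 0 min and again at 10 min.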
BLM helicase inh = qHTS Assay for Inhibitors of Bloom's syndrome helicase (BLM); AID 2528, 2010; RecQ-like DNA helicase BLM (Homo sapiens), P54132; recombinant BLM DNA unwinding, fluorescence dequenching; Potency, µM (doses to about 56.1 µM), for inactives: top-dose activity change, negative = inhibition, most hits filed as inhibitors; actives 0.2% (n = 350,000);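 further: plate controls were vehicle for no effect and no enzyme for full effect; nearly all actives have a fitted effect of over 35% in size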
BAZ2B inh = qHTS Assay for Inhibitors of BAZ2B | AID 504333, 2011 | AlphaScreen BAZ2B-H3K14Ac peptide displacement | Potency, µM (doses to about 114 µM), for the others: top-dose activity change, negative = inhibition, usual class: inhibitors | actives 4.4% (n = 360,000); further: on the % scale 0 is the no-effect control and ±100 the full control effect; nearly all actives have a fitted effect of over 60% in size
Target sequence (Q9UIF8 whole entry, looked up): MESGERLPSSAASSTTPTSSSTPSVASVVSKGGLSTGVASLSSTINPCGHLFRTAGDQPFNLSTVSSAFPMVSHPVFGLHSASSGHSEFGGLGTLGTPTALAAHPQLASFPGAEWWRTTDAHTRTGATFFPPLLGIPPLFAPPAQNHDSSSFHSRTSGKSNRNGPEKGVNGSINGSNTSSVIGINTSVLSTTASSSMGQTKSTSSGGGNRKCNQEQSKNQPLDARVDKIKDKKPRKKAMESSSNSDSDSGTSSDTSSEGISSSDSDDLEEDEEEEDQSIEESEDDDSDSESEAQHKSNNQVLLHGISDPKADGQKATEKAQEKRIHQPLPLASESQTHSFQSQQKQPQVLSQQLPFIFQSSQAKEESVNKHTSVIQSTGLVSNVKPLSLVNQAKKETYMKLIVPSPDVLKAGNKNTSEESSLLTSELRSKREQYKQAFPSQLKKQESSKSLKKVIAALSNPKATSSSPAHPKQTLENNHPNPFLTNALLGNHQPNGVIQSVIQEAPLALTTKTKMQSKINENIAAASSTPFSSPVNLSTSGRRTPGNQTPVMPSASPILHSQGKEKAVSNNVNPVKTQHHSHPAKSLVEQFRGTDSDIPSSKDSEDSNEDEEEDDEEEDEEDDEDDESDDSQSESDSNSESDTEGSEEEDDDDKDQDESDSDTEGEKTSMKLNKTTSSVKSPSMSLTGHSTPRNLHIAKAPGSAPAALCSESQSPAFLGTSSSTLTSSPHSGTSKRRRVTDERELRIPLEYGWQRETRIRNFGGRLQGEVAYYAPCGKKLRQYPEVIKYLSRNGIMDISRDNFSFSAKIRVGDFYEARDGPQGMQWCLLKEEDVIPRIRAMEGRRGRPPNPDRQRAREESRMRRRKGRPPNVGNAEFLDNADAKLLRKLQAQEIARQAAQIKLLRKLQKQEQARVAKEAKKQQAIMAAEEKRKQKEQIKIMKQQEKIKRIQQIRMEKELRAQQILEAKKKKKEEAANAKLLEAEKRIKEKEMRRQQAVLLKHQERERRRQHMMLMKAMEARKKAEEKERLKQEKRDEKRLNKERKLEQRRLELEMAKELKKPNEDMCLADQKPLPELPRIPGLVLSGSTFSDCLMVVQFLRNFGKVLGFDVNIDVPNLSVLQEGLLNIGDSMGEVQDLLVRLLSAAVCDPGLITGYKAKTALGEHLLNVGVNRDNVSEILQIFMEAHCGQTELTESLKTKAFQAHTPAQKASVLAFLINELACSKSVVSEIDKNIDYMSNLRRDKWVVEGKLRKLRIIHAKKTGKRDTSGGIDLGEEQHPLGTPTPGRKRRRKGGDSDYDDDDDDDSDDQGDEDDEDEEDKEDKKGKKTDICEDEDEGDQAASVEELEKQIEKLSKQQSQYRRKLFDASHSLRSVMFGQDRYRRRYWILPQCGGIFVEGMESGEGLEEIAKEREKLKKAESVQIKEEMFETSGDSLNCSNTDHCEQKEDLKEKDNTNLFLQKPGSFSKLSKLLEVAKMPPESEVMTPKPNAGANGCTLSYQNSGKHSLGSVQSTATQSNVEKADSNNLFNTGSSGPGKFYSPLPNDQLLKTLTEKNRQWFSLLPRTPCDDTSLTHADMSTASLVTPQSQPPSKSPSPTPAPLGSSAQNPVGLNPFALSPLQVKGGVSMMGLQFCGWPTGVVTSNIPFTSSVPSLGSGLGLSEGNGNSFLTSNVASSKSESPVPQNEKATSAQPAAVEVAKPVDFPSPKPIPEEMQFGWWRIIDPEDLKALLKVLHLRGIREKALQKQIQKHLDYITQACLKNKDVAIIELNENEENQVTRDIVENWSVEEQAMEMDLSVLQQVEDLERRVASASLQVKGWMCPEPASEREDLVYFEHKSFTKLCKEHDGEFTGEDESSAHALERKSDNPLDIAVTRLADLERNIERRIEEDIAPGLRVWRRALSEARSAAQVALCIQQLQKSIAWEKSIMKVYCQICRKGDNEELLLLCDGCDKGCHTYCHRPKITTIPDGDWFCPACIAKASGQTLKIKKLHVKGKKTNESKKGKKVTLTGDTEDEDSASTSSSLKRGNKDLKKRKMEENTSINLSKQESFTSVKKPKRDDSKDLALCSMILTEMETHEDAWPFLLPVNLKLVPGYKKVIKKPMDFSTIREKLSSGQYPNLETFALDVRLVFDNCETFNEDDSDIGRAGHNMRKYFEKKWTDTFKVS
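AlphaScreen displacement of biotin-H3(5-23)K14Ac peptide (50 nM final) from BAZ2B (50 nM final) in PBS pH 7.4, 0.01% Tween-20; complex preformed 30 min RT, then compounds (top 110 uM) 30 min RT, beads 20 min dark.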
Active calls of the source: *; ? = inconclusive; . = not tested or not shown; & = joins results of further samples; [ ] = another dose, or the depositor's remark. The call rests on the fitted dose curve; in most records, active means well fitted curve in the direction sought with a large enough effect; inconclusive means small, poorly fitted or top-dose-only effect, or another doubt; inactive means no such curve, though single readings can be large; an effect the other way counts as inactive or inconclusive. Potency means the concentration at half of the fitted maximal effect. The list is partial; count on the stated rates, not on these rows.

POLI inh	JMJD2A Tudor inh	BLM helicase inh	Pol kappa inh	APE1 inh	POLH inh	G9a block	Pol beta inh	BAZ2B inh	SMILES
-19%	-28%	-20%	-10%[60.1 µM]	.	0%	-16%[59 µM]	2.2µM*	4%	CCOC(=O)c1ccc(NC(=O)CSc2nnc(-c3ccncc3)n2-c2ccccc2)cc1
16%	1%	0%	6%	-5%	-17%	-21%	12%	0%	O=C(O)CNC(=S)N(Cc1ccccc1)Cc1ccccc1F
24%	-10%	-5%	-4%	-2%	-8%	12%[59 µM]	3%	3%	COc1ccc(NC(=O)CSc2nc3ccccc3c(=O)n2-c2ccc3c(c2)OCO3)c(OC)c1
.	.	-3%	6%[60.1 µM]	1%	.	3%[12.7 µM]	.	.	O=c1c(-c2ccc(F)c(F)c2)nc2cncnc2n1-c1ccccc1
45%[activator]	-14%	-5%	-4%	0%	-17%	-4%	11%	-19%	Cc1c(Cl)cccc1NC(=S)NCc1ccc(F)cc1
110%[activator]	1%	-13%	-12%	?	2%	26%	15%	2%	CC1(C(=O)OCC(=O)Nc2ccc3ccccc3c2)CC1(Cl)Cl (stereo unspecified)
?	?	-6%	50µM*	3.2µM*	14µM*	2%[59 µM]	40µM*	?	N=C1/C(=C\c2ccc(SCc3ccco3)o2)C(=O)N=C2SC=NN12
-9%	-32%	-12%	-8%	0%	?	45µM*	?	?	Cc1csc(NC(=O)Cc2coc3cc(C)c(C(C)C)cc23)n1
.	.	-6%	-5%[60.1 µM]	0%	.	-4%[0.501 µM]	.	.	Cn1c(=O)c(-c2cc(F)cc(F)c2)nc2cnc(N3CCNCC3)nc21
23%	-15%	-2%	-10%	-6%	-15%	?	31%	-2%	Cn1ncc(C#N)c1/N=C/N1CCCCCC1
24%&-11%	-22%&-6%	-9%	2%&-3%	15%	-8%	21%	3%	-4%	O=S(=O)(c1ccccc1)N1CCN(Cc2ccccc2)CC1
15%	-35%	.	-8%	11%	-23%	.	.	.	COc1ccc(-c2csc(NC(=O)[C@H](C)N3C(=O)C4CC=CCC4C3=O)n2)cc1OC (stereo partly specified)
74%[activator]	-27%	-12%	-9%	3%	4%	4%[59 µM]	?	13%	Cc1ccc(-c2cn3cc([N+](=O)[O-])ccc3n2)cc1
67%[activator]	-13%	-8%	-17%	6%	-16%	19%	27%	-13%	O=C(Nc1cccc(F)c1)C1CCCN(S(=O)(=O)c2ccc(-n3cnnn3)cc2)C1 (stereo unspecified)
?	?	-6%	-10%	16%	50µM*	7.9µM*	1%	50µM*	Cn1ncc(N=Cc2c(O)ccc3ccccc23)c1C(=O)Nc1cccc(Cl)c1
10%	-3%	-2%	7%	15%	-8%	.	51%	-1%	COc1ccc(CCN(Cc2cc3cc(C)ccc3[nH]c2=O)C(C)=O)cc1OC
5%	-5%	-4%	-6%	-2%	-10%	-48%	13%	14%	Cc1onc(-c2c(F)cccc2Cl)c1C(=O)Nc1c(C)n(C)n(-c2ccccc2)c1=O
7%	-12%	-5%	0%	-4%	-20%	6%[59 µM]	-3%	-3%	CCCC(=O)Nc1cccc(NC(=O)c2cccc([N+](=O)[O-])c2C)c1
11%	1%	-1%	-1%	-5%	-19%	.	32%	8%	COC(=O)c1cc(S(=O)(=O)NCCc2ccccc2)c[nH]1
-5%	-10%	-7%	-7%	8%	-16%	3%[59 µM]	20%	3%	CC1(C)NC(=O)N(CCOc2cccc(Oc3ccccc3)c2)C1=O
?	3%	1%	6%	19%	0%	-10%	-3%	-4%	Cc1nc(NCCC(C)C)c2nnn(Cc3ccccc3)c2n1
114%[activator]	-25%	-6%	-5%	-4%	-7%	20µM*	22%	-5%	CCOc1cccc(-c2cc(C(=O)Nc3ccon3)c3ccccc3n2)c1
25%	-31%	3%	3%	14%	-20%	-14%	5%	?	Cc1ccc(CNS(=O)(=O)c2ccc(CN3C(=O)c4cccnc4C3=O)s2)o1
10%	-1%	-3%	-2%	1%	-13%	-9%[59 µM]	13%	9%	CN(Cc1ccccc1)S(=O)(=O)c1ccc(NS(C)(=O)=O)cc1
33%[activator]	-19%	0%	-10%	4%	-9%	17%	2%	-2%	O=C(NCC1CCCN(C(=O)c2cccc(C(F)(F)F)c2)C1)c1ccc(F)cc1 (stereo unspecified)
17%	-20%	-10%	-5%	-7%	-3%	-33%	12%	-15%	CN(C)Cc1cc2ccccc2c2c1COC2
13%	-27%	5%	-7%[60.1 µM]	.	-15%	-3%[59 µM]	-12%	-18%	CCN(CC)CCCNc1oc(-c2ccc(OC)cc2)nc1C#N
-4%	-21%	-14%	0%	-4%	0%	7%[2.33 µM]	-1%	?	O=c1[nH]c(C2CCCN(S(=O)(=O)c3ccccc3)C2)nc2c1nnn2Cc1ccccc1 (stereo unspecified)
63%[activator]	-9%	3%	-1%	-3%	-19%	0%	-1%	-15%	COc1ccc(C(=O)NCc2ccncc2)cc1OC
-16%	-18%	2%	-10%	-3%	-18%	2%[12.7 µM]	?	-10%	CCc1ccc(-c2cn(-c3nc(C)cc(C)n3)c(=N)o2)cc1

Ordered by the number under G9a block (descending): 3 of the compounds above
POLI inh	JMJD2A Tudor inh	BLM helicase inh	Pol kappa inh	APE1 inh	POLH inh	G9a block	Pol beta inh	BAZ2B inh	SMILES
-9%	-32%	-12%	-8%	0%	?	45µM*	?	?	Cc1csc(NC(=O)Cc2coc3cc(C)c(C(C)C)cc23)n1
114%[activator]	-25%	-6%	-5%	-4%	-7%	20µM*	22%	-5%	CCOc1cccc(-c2cc(C(=O)Nc3ccon3)c3ccccc3n2)c1
?	?	-6%	-10%	16%	50µM*	7.9µM*	1%	50µM*	Cn1ncc(N=Cc2c(O)ccc3ccccc23)c1C(=O)Nc1cccc(Cl)c1

New compounds follow:
POLI inh	JMJD2A Tudor inh	BLM helicase inh	Pol kappa inh	APE1 inh	POLH inh	G9a block	Pol beta inh	BAZ2B inh	SMILES
?	-7%	.	-25%	.	5%	.	.	.	NC(=O)C1=C[C@@H](c2ccc3c(c2)OCO3)C[C@@H](OCCCCO)O1
18%	-10%	-1%	4%	-1%	-15%	10%	18%	-1%	O=C(Nc1ccc2c(c1)OCO2)C1CC(c2ccccc2O)=NO1 (stereo unspecified)
18%	-14%	-9%	9%	6%	-1%	.	6%	?	O=c1c2ccccc2ncn1-c1ccc(Cl)cc1[N+](=O)[O-]
3%	-4%	2%	4%[60.1 µM]	1%	9%	62%[activator][59 µM]	3%	3%	Fc1ccc(-c2cc(-c3nnc4n3CCCCC4)c3ccccc3n2)cc1
21%	-17%	-2%	-4%	-4%	-19%	32%	2%	-4%	O=C(Nc1ccccc1F)c1cc(S(=O)(=O)N2CCOCC2)cs1
47%[activator]	-16%	.	-14%	7%	-9%	?	.	0%	O=C(Nc1ccc(SC(F)F)cc1)C1=CC=CN2CCS(=O)(=O)N=C12
-19%	0%	-5%	6%	-5%	-15%	2%	90%	-17%	COC(=O)CN(c1ccc(OCc2ccccc2)cc1)S(C)(=O)=O
117%[activator]	-5%	-1%	-5%	8%	-4%	-10%	-23%	-2%	Cn1nc(-c2ccc(C(=O)NC3CCCCC3)cc2)c2ccccc2c1=O
33%[activator]	-6%	-4%	3%	-1%	-23%	27%[12.7 µM]	-7%	5%	CCOC(=O)COc1ccc(S(=O)(=O)N2CCN(c3ccc(F)cc3)CC2)cc1
45µM*	.	-2%	45µM*	.	.	28µM*	.	.	O=S(=O)(O)c1ccc2c(N=Nc3ccc(S(=O)(=O)O)c4ccccc34)c(O)c(S(=O)(=O)O)cc2c1
-6%	-5%	6%	-2%	3%	-3%	12%[12.7 µM]	-1%	-11%	OC1(c2ccc(Cl)c(Cl)c2)C[n+]2ccccc2N1Cc1ccccc1 (stereo unspecified)
7%	?	0%	-19%	-1%	-2%	?	14%	-8%	CC(=O)Nc1ccc(S(=O)(=O)NC(C(=O)O)C2=CCC=CC2)cc1 (stereo unspecified)
23%	-5%	.	-5%	20%	-16%	-11%[59 µM]	.	9%	CCCn1c(N)c(C(=O)CSc2nncs2)c(=O)[nH]c1=O
3%	?	-25%	1%	3%	-10%	-1%	-2%	-21%	COc1ccc(O)c(C(=O)CC(=O)c2ccccc2C)c1
?	-25%	-2%	?	.	?	?	40µM*	.	CCc1ccc(NS(=O)(=O)c2ccc3[nH]cc(C(=O)NCCCOC(C)C)c(=O)c3c2)cc1
6%	1%	2%	-14%	6%	-10%	-4%	25%	-3%	O=S(=O)(Nc1cccc(-n2cnnn2)c1)c1ccccc1
17%	-10%	0%	-2%	-1%	-8%	1%	2%	1%	CC[C@H](C)[C@H](NC(=O)OCc1ccccc1)C(=O)Nc1ccc(NC(C)=O)cc1
-11%	-3%	.	-12%	.	-7%	.	.	.	CCOC(=O)C1=NNC(C(=O)OCC)C1c1ccccc1 (stereo unspecified)
.	.	-5%	.	11%	.	-13%	6%	3%	Clc1ccc(-c2n[nH]c3c2Cc2ccccc2-3)cc1Cl

A different layout for part of the listing above.
Structure,POLI inh,JMJD2A Tudor inh,BLM helicase inh,Pol kappa inh,APE1 inh,POLH inh,G9a block,Pol beta inh,BAZ2B inh
CC[C@H](C)[C@H](NC(=O)OCc1ccccc1)C(=O)Nc1ccc(NC(C)=O)cc1,17%,-10%,0%,-2%,-1%,-8%,1%,2%,1%
CCOC(=O)C1=NNC(C(=O)OCC)C1c1ccccc1 (stereo unspecified),-11%,-3%,.,-12%,.,-7%,.,.,.
